Screens deposited in PubChem by several laboratories.
TROY signal inh – TROY signaling inhibition; 0.98% of 360,000 active; Q293 LMP1-TROYcd NF-kB luciferase reporter, 4 h; inhibition, % at 10 µM; AID 1347056;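 active = compounds whose plate-normalised and pattern-corrected inhibition of the luciferase reporter signal at the single screening dose is 50% or more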
NCOA2 inhibitor – human SRC2 (NCOA2) inhibition; Q15596; HEK293 GAL4-SRC2 luciferase reporter, luminescence; inhibition, % at 9 µM; 0.17% of 370,000 active;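 active = inhibition above the mean inhibition of all tested compounds plus 3 SD, set per campaign, cut at about 52% in these data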;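 also: 0% = DMSO treated cells and 100% = cells given Gossypol at 36 µM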
EBV LMP1 NFkB – Epstein-Barr LMP1 NF-kappaB reporter inhibition. LMP1-induced NF-kappaB luciferase reporter cells, luminescence. inhibition, % at 12.5 µM. 0.69% of 350,000 active. AID 504558; in the data active = inhibition above about 41%;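 also: 0% = neutral control wells and 100% = reference inhibitor control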
SRC3 inh – inhibits human SRC3 coactivator; Q9Y6Q9; HEK293 GAL4-SRC3 luciferase reporter, luminescence; inhibition, % at 3.6 µM; 0.17% of 360,000 active; AID 588352;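 active = inhibition above a per-campaign cutoff, the mean of all compounds plus 3 SD, cut at about 60% in these data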;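 also: 0% = DMSO-treated cells and 100% = gossypol-treated cells at 36 µM; higher means less SRC3-driven luciferase light from the GAL4 reporter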
TLR9-MyD88 inh – TLR9-MyD88 interaction inhibition. Q9NR96+Q99836. CHO BLA complementation TLR9-MyD88, CCF4 FRET ratio. inhibition, % at 4.98 µM. 0.21% of 340,000 active. AID 504734;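 active = inhibition above the mean over all tested compounds plus 3 SD, cut at about 21% in these data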;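 also: 0% = DMSO only wells and 100% = clavulanate BLA inhibitor control wells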
Target sequence (Q99836 whole entry, looked up): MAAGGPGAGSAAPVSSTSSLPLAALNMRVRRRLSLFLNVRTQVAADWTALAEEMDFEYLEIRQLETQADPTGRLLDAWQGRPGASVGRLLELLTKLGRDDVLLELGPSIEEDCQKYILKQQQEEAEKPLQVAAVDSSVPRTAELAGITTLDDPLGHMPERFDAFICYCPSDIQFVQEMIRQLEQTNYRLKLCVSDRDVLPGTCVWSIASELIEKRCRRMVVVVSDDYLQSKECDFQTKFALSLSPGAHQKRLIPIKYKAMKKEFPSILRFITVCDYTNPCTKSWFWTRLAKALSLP
Target sequence (Q9NR96 whole entry, looked up): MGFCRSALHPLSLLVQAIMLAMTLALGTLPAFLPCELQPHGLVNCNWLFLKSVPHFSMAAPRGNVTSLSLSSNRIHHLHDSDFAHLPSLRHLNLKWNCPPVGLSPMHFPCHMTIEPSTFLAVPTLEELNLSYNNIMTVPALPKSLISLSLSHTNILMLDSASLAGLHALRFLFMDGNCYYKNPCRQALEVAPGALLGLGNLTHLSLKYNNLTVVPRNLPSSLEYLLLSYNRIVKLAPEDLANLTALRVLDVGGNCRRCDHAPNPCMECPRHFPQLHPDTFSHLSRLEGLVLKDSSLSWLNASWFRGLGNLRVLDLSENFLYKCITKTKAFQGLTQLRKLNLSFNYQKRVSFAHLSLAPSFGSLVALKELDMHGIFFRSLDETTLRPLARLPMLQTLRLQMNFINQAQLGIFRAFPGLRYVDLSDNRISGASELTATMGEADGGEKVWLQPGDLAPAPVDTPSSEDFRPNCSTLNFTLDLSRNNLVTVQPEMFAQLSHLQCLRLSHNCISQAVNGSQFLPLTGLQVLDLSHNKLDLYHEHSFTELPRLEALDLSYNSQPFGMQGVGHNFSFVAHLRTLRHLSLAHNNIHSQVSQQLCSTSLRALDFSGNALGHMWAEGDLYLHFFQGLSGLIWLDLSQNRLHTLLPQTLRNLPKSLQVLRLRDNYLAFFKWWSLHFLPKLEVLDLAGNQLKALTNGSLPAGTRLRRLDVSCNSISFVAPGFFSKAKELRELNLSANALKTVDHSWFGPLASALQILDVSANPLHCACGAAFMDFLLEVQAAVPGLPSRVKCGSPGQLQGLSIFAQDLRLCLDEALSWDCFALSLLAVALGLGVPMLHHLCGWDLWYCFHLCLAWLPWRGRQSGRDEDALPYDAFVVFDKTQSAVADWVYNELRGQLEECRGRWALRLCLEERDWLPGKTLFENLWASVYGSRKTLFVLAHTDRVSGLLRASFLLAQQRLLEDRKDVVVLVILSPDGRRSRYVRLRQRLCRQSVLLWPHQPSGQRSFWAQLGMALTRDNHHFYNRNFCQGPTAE
COUP-TFII inh – inhibitors of human COUP-TFII (NR2F2); HEK293T NGFI-A luciferase reporter, luminescence; inhibition, % at 8.6 µM; 0.7% of 370,000 active; AID 686940;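 active = inhibition above a per-plate cutoff, mean inhibition of test wells between control levels plus 3 SD, cut at about 38% in these data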;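 also: cells cotransfected with COUP-TFII expression vector driving the NGFI-A reporter; 0% = median of COUP-TF2 test wells and 100% = reporter-only cells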
NR5A2 inv ag – NR5A2 inverse agonism in reporter assay; AID 602396; 0.13% of 360,000 active; HEK293T StAR-luciferase reporter, LRH-1 transfected, 24 h; inhibition, % at 3.6 µM;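 active = inhibition above the mean inhibition of all tested compounds plus 3 SD, cut at about 73% in these data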;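 also: 0% = DMSO wells and 100% = reporter-only cells lacking LRH-1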
SRC1 inh – inhibitors of human steroid receptor coactivator 1 (SRC1) | 0.12% of 360,000 active | AID 588354 | Q15788 | HEK293 GAL4-SRC1 luciferase reporter, luminescence | inhibition, % at 3.6 µM;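 active = inhibition above the campaign mean plus 3 SD, with each screening campaign given its own cutoff, cut at about 60% in these data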;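 also: 0% = DMSO treated cells and 100% = gossypol at 36 µM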
NOD2 RIPK2 PPI – inhibitors of human NOD2-RIPK2 interaction; 0.38% of 360,000 active; CHO BLA complementation NOD2-RIPK2, CCF4 ratio; inhibition, % at 4.98 µM; AID 624267; in the data active = inhibition above about 21%;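 also: 0% = vehicle only and 100% = reference blocker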
Vif imaging – HIV Vif inhibition. HEK293T cells, Vif self-association by quenched fluorescence, imaging, 24 h. 0.35% of 340,000 active. AID 602346. inhibition, % at 7.49 µM; in the data active = inhibition above about 50%, passing the limit was not always enough; also: some results filed as inactive read as strong as hits
TRAIL sens C8 – sensitizes caspase-8 expressing cells to TRAIL; AID 624354; 1% of 360,000 active; NB7+C8 cells + TRAIL, ATPlite viability luminescence; inhibition (viability loss, TRAIL sensitization), % at 10 µM;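 active = compounds causing at least 50% loss of cell viability in the single-dose screen, relative to plate controls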
An asterisk follows results filed as active; nt = not tested or not shown. Not all compounds are listed. The share of hits here may be higher or lower than overall.

Each structure is followed by: TROY signal inh | NCOA2 inhibitor | EBV LMP1 NFkB | SRC3 inh | TLR9-MyD88 inh | COUP-TFII inh | NR5A2 inv ag | SRC1 inh | NOD2 RIPK2 PPI | Vif imaging | TRAIL sens C8
(1) O=C(c1ccc2c(=O)n(Cc3ccc(Cl)cc3)c(=S)[nH]c2c1)N1CCOCC1
 : 43.7 | 31.3 | 18.3 | 16.6 | -9.0 | 38.9* | 15.3 | 6.4 | 3.8 | 2.3 | -1.4
(2) CCOC(=O)C1CCN(C(=O)c2cc(S(=O)(=O)N3CCc4ccccc43)ccc2OC)CC1
 : -5.3 | 0.8 | 17.3 | -5.8 | 11.2 | 16.2 | -10.0 | -7.5 | 4.9 | 10.1 | 0.9
(3) Cc1c(NC(=O)C2(C)CCCCC2)c(=O)n(-c2ccccc2)n1C
 : -7.9 | 9.9 | -10.7 | 14.7 | -11.7 | -2.0 | 6.5 | 14.0 | -1.0 | -2.4 | 7.3
(4) CC(C)[C@H]1COCCS(=O)(=O)N1Cc1ccccc1-c1cccc2c1oc1ccccc12
 : -2.3 | -8.9 | -11.4 | 17.9 | 1.8 | 7.5 | -6.9 | -10.0 | -0.8 | 0.0 | 9.9
(5) CN(C)S(=O)(=O)c1ccc(Cl)c(C(=O)OCC(=O)NC(=O)NC2CCCC2)c1
 : -11.8 | 5.6 | -2.0 | -6.3 | -5.6 | 2.9 | 5.0 | -3.0 | -1.4 | -4.2 | -7.6
(6) O=C(NCc1ccccc1Cl)c1csc([C@H]2C[C@H](O)[C@@H](CO)O2)n1
 : 15.7 | -12.2 | nt | -8.9 | nt | 4.0 | 3.5 | -3.0 | 4.6 | 23.1 | -2.9
(7) CCOC(=O)c1c(N)ssc1=S
 : -31.8 | -6.1 | -5.8 | -8.2 | -4.8 | -18.3 | -22.0 | 2.7 | 2.3 | -11.6 | 8.8
(8) CCOc1ccc(-c2nnc(-c3ccncc3)o2)cc1
 : -24.5 | -65.2 | -12.9 | -93.1 | 2.7 | -39.3 | -138.2 | -79.2 | -2.0 | 1.2 | 12.1
(9) Cn1c(-c2ccc(F)c(F)c2)cc2onc(-c3ccccc3)c2c1=O
 : -5.6 | -55.0 | -38.3 | -87.9 | -5.7 | -79.5 | -159.3 | -119.2 | -7.5 | -6.3 | 22.2
(10) COC(=O)[C@@H]1[C@H]2C[C@H]3c4[nH]c5ccccc5c4CCN3C[C@@H]2CC[C@@H]1O
 : 1.7 | 2.9 | -8.6 | -25.7 | -9.9 | -9.1 | 12.9 | 9.0 | -7.8 | -9.8 | -14.8

Further structures:
Each structure is followed by: TROY signal inh | NCOA2 inhibitor | EBV LMP1 NFkB | SRC3 inh | TLR9-MyD88 inh | COUP-TFII inh | NR5A2 inv ag | SRC1 inh | NOD2 RIPK2 PPI | Vif imaging | TRAIL sens C8
(11) Cc1cc(=O)oc2cc(NC(=O)C(C)Oc3ccccc3)ccc12 (stereo not drawn)
 : -28.2 | -32.5 | -2.6 | 12.2 | 1.2 | -15.1 | -16.6 | -14.5 | 1.1 | -10.6 | 3.5
(12) Cc1ccc(NS(=O)(=O)c2ccc(C(=O)NCC(c3ccco3)N3CCCCC3)cc2)cc1 (stereo not drawn)
 : 1.3 | 15.9 | -3.7 | -0.7 | 1.7 | -9.9 | -14.1 | -7.7 | -0.3 | -5.4 | 15.0
(13) COc1cccc2cc(-c3csc(NC(=O)CCC(=O)NCCCN4CCC(C)CC4)n3)c(=O)oc12
 : 20.8 | -28.4 | 26.3 | -68.6 | -4.2 | -36.4 | -109.8 | -88.5 | -0.1 | 6.9 | 44.1
(14) C=CCn1c(SCc2c(C)noc2C)nnc1C1COc2ccccc2O1 (stereo not drawn)
 : -10.9 | 0.2 | -6.1 | -12.2 | 0.9 | 3.2 | -16.4 | 3.5 | -0.1 | -17.7 | -5.5
(15) CCOc1ccc(CCN2C(=S)N([C@@H](CC(C)C)CN3CCCC3CN3C(=S)NC[C@@H]3CC(C)C)C[C@@H]2Cc2ccc(O)cc2)cc1 (stereo partly drawn)
 : 5.1 | 11.3 | 2.4 | 5.8 | -0.3 | 29.1 | 0.4 | -6.3 | -1.9 | -11.2 | 3.8
(16) COC1CCN(Cc2cn(Cc3ccccc3)nc2-c2cc3ccccc3o2)CC1
 : -33.0 | -10.3 | -0.9 | -12.2 | -3.7 | 2.4 | -7.3 | 2.6 | 8.2 | -3.0 | 6.9
(17) CCC(C)Sc1ccc([C@@H]2[C@@H]3C(=O)N(C)C(=O)[C@@H]3[C@]3(C(=O)OC)CCCCN23)cc1OC (stereo partly drawn)
 : -7.7 | -0.1 | 3.4 | -33.4 | -4.7 | 17.2 | 9.6 | -9.9 | -10.1 | -3.0 | -4.3
(18) O=C(O)C1Cc2ccccc2CN1C(=O)c1ccco1 (stereo not drawn)
 : 11.5 | -18.4 | 1.9 | 1.5 | -3.4 | 15.0 | -4.0 | 4.5 | -0.6 | -3.1 | 0.6
(19) CCOc1ccc(Cn2c(=O)sc3ccccc32)cc1
 : -11.0 | 13.0 | -7.4 | 4.0 | 5.9 | 11.0 | -3.6 | -22.5 | 1.8 | 2.0 | -4.8
(20) CCCC(=O)Nc1cc(OC)c(C(=O)OC)cc1Cl
 : 2.9 | 15.4 | 7.3 | 19.2 | -6.5 | -11.3 | 12.3 | 2.3 | 3.9 | -0.7 | 14.1

Structural class, those above containing a halogen
Each structure is followed by: TROY signal inh | NCOA2 inhibitor | EBV LMP1 NFkB | SRC3 inh | TLR9-MyD88 inh | COUP-TFII inh | NR5A2 inv ag | SRC1 inh | NOD2 RIPK2 PPI | Vif imaging | TRAIL sens C8
(1) O=C(c1ccc2c(=O)n(Cc3ccc(Cl)cc3)c(=S)[nH]c2c1)N1CCOCC1
 : 43.7 | 31.3 | 18.3 | 16.6 | -9.0 | 38.9* | 15.3 | 6.4 | 3.8 | 2.3 | -1.4
(5) CN(C)S(=O)(=O)c1ccc(Cl)c(C(=O)OCC(=O)NC(=O)NC2CCCC2)c1
 : -11.8 | 5.6 | -2.0 | -6.3 | -5.6 | 2.9 | 5.0 | -3.0 | -1.4 | -4.2 | -7.6
(6) O=C(NCc1ccccc1Cl)c1csc([C@H]2C[C@H](O)[C@@H](CO)O2)n1
 : 15.7 | -12.2 | nt | -8.9 | nt | 4.0 | 3.5 | -3.0 | 4.6 | 23.1 | -2.9
(9) Cn1c(-c2ccc(F)c(F)c2)cc2onc(-c3ccccc3)c2c1=O
 : -5.6 | -55.0 | -38.3 | -87.9 | -5.7 | -79.5 | -159.3 | -119.2 | -7.5 | -6.3 | 22.2
(20) CCCC(=O)Nc1cc(OC)c(C(=O)OC)cc1Cl
 : 2.9 | 15.4 | 7.3 | 19.2 | -6.5 | -11.3 | 12.3 | 2.3 | 3.9 | -0.7 | 14.1
